# Compound activity: PubChem, several laboratories
# AddAB inh – less growth of phage-infected E. coli with AddAB; inhibition, % at 11.9 µM; 0.29% of 330,000 active; AID 435030; E. coli expressing H. pylori AddAB, absorbance growth; in the data active = inhibition above about 12%;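 note: 0% = vehicle wells of infected cells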
# PfHsp90 set2 – reduces growth (ATP signal) of yeast expressing P. falciparum Hsp90; S. cerevisiae expressing PfHsp90, BacTiter-Glo ATP, 48 h; yeast lacking PDR1 and PDR3 efflux regulators; inhibition, % at 9.4 µM; 0.32% of 310,000 active; AID 504621;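 active = every replicate shows inhibition above about 80%, whatever the replicate mean, limit read from the data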;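 note: 0% = DMSO neutral controls and 100% = 20 µM radicicol positive controls; yeast relying on Plasmodium falciparum Hsp90 in place of its own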
# PKA-R2B activ – activators of human PKA-R2B complex | 0.079% of 340,000 active | PKA-R2B holoenzyme dissociation, Cy5-IP20 fluorescence polarization; R2B truncated from residue 108, S112A mutant; 0% DMSO only, 100% 113 µM cGMP | activation, % at 11.4 µM | AID 504700 | P22694+P31323;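 active = activation above a cutoff set at the mean over all compounds plus 3 SD, cut at about 18% in these data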;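 note: higher means more holoenzyme dissociation and a rise in polarization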
# PKA-R1A act – activators of PKA-R1A complex | 0.083% of 340,000 active | PKA-R1A dissociation, Cy5-IP20 fluorescence polarization; scaled: DMSO 0%, 113 µM cGMP 100% | activation, % at 11.4 µM;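 active = percent activation above the mean of all tested compounds plus 3 SD, cut at about 19% in these data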;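 note: higher means more PKAc released from R1A so a rise in polarization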
# MOR-DOR inv ag – inverse agonist of human OPRM1-OPRD1 heterodimerization | 0.21% of 340,000 active | inhibition, % at 9.3 µM | cell-based MOR-DOR heterodimer luminescence, inverse agonism; in the data active = inhibition above about 22%, passing the limit was not always enough;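 note: 0% = cells with DMSO and 100% = wells without cells with DMSO; values of inactives mirror those of a sister screen read the other way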
# Target sequence (P35372 whole entry, looked up): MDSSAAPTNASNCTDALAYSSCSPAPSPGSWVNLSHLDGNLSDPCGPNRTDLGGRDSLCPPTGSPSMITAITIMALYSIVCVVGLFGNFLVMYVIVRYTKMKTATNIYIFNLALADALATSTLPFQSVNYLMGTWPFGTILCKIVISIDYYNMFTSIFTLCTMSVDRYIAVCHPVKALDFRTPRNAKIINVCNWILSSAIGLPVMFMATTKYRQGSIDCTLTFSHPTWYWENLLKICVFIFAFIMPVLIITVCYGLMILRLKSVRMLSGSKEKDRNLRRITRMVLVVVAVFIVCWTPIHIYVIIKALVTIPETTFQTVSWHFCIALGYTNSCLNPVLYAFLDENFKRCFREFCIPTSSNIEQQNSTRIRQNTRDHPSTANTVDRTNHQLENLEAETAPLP
# Target sequence (P41143 whole entry, looked up): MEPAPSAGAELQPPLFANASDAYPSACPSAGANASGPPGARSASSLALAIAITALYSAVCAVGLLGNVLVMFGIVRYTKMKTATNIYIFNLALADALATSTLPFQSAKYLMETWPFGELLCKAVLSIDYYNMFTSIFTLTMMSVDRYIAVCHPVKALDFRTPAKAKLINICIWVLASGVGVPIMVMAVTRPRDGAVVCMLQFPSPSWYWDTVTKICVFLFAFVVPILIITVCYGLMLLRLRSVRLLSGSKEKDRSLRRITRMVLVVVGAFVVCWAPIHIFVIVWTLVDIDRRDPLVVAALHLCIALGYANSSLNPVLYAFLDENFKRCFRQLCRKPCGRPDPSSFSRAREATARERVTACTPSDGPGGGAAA
# phage Ecoli inh – E. coli growth loss with phage present. 0.26% of 360,000 active. AID 651602. inhibition, % at 11.9 µM. growth absorbance; in the data active = inhibition above about 11%
# SUMO Mot1 rescue – SUMOylation pathway inhibition by Mot1-301 growth rescue; S. cerevisiae Mot1-301 growth rescue, ATP luminescence, 38.5C; percent above DMSO median, 100 means doubled; AID 2716; 1% of 320,000 active; growth rescue, % at 18.8 µM;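 active = every valid replicate shows activation above 250% relative to neutral control wells; inactive = the rest, any valid replicate at or below 250%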;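 note: OY570 slx delta 5 strain wells were the positive control but not used for scaling; some compounds called inactive have numbers as strong as hits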
# OPRM1-OPRD1 ag – OPRM1-OPRD1 heterodimerization agonism; cells, luminescence; activation, % at 9.3 µM; 0.3% of 340,000 active; AID 504326; in the data active = activation above about 18%;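 note: 0% = vehicle-treated cells and 100% = reference agonist; values of inactives mirror those of a sister screen read the other way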
# Ecoli viability – bacterial growth inhibition, counter-screen for AddAB inhibitors; E. coli V3065 growth, OD600 absorbance, 18 h; inhibition, % at 11.9 µM; 0.27% of 330,000 active; AID 449728;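 active = inhibition above the campaign's mean inhibition across all tested compounds plus 3 SD, cut at about 9.9% in these data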;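 note: uninfected addAB+ strain grown without phage in ampicillin broth; 0% = DMSO wells and 100% = ciprofloxacin 0.95 µg/ml wells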
# Tat transport – E. coli Tat transport inhibition; inhibition, % at 10 µM; 0.036% of 340,000 active; E. coli MC4100 TorA-mCherry Tat export, fluorescence;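 active = mean replicate inhibition at least 50% and at least half of replicates individually reaching 50%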;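 note: exported cargo escapes ClpAP degradation while cytoplasmic cargo is degraded and loses fluorescence; 0% = median of neutral control wells and 100% = median of NaSCN control wells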
# HTR5A inv ctr – counter-screen for OPRM1-OPRD1 inverse agonists: human HTR5A inverse agonism; P47898; HTR5A cell line, luminescence; inhibition, % at 9.3 µM; 0.083% of 340,000 active; AID 504634; in the data active = inhibition mostly above about 23%, no sharp cut-off; inactive = mostly below about 18%;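 note: 0% = cells with DMSO and 100% = no-cell wells with DMSO; some compounds called inactive have numbers as strong as hits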
# * marks the source's active call; other numbers are inactive results; . = not tested or not shown; + = active, no number.
SMILES,AddAB inh,PfHsp90 set2,PKA-R2B activ,PKA-R1A act,MOR-DOR inv ag,phage Ecoli inh,SUMO Mot1 rescue,OPRM1-OPRD1 ag,Ecoli viability,Tat transport,HTR5A inv ctr
Cc1ccc(S(=O)(=O)N2CCN(C(=O)CN3C(=O)NC4(CCOc5ccccc54)C3=O)CC2)cc1 (stereo not drawn),1.3,-50,-7,-3,1,3.0,13,-0.1,0.5,-7,-36
CCCCC(=O)Nc1cccc(-c2nc3ncccc3o2)c1C,-1.5,8,1,15,4,1.1,-10,-0.8,1.9,-4,-4
Cc1cc(C)nc(/N=C(/NC(=O)Nc2cccc(Cl)c2)Nc2ccccc2)n1,0.3,4,0,0,-6,-0.2,7,1.0,-3.9,1,19
CC1CCN(C(=O)CCCOc2ccc(Cl)cc2)CC1,0.8,18,15,10,-4,4.1,108,0.8,-3.8,2,-8
CC(=O)c1cccc(OCc2cc(C(=O)N3CCSCC3)no2)c1,-0.1,7,-2,1,7,-2.6,-11,-1.7,-0.6,-4,13
CCc1ccc(N(CC(=O)NC)S(C)(=O)=O)cc1,0.0,.,-11,-13,12,-0.5,-4,-2.1,-0.4,-8,-24
O=C(CSc1nccn1Cc1ccco1)Nc1ccc(F)cc1,0.7,3,4,-11,-2,-0.4,4,0.3,-0.7,1,6
Cc1ccc(Cl)cc1NC(=O)N(C)CCO,0.4,8,-7,-4,18,2.5,-5,-3.5,-1.5,-3,-1
COc1ccc(-c2cc3nc(C)c(CCC(=O)NC(C)CCc4ccco4)c(C)n3n2)c(OC)c1 (stereo not drawn),2.4,35,0,-5,6,3.7,-9,-1.2,-0.7,8,-9
Cc1cc([N+](=O)[O-])nn1CC(=O)NCc1ccccc1,4.8,11,-2,1,10,0.2,-2,-2.0,1.9,1,10
O=[N+]([O-])c1cc(/C=N/O)ccc1Oc1ccccc1Cl,0.2,106*,-7,0,-19,3.2,266*,3.0,-2.1,3,-14
O=C(CCn1c2c(c3ccccc31)CCCC2)NNC(=O)c1cccc([N+](=O)[O-])c1,4.8,-6,-2,-12,-3,1.5,-17,0.6,1.0,-2,-24
C[N+]1=C(/C=C/Nc2ccccc2Cl)C(C)(C)c2ccccc21,-0.3,-10,-2,-5,5,0.7,-4,-1.0,-1.6,-1,0
CCC(=O)NC(=S)Nc1c(C)cc(Br)cc1C,2.8,-31,-5,1,16,0.9,-8,-3.1,2.5,9,0
COc1ccccc1N(CC(=O)NC1CCCC1)S(=O)(=O)c1cccc(C(F)(F)F)c1,.,-30,-13,-12,-13,0.2,.,2.5,.,5,-6
CCCCCCCCC1CC(C(=O)Nc2ccccc2)C(=O)O1 (stereo not drawn),1.8,32,-7,-3,0,0.4,6,0.0,-0.6,26,-6
CCN(CC)S(=O)(=O)c1ccc(N2CCOCC2)c(C(=O)O)c1,5.5,-5,0,-6,3,2.5,132,-0.6,0.8,4,20
Cc1c(Cl)cccc1NC(=O)C1CCN(c2cnccn2)CC1,3.5,3,0,-3,-2,2.3,363,0.3,-0.7,-1,-9
O=C(CCCc1c[nH]c2ccccc12)N1CCN(S(=O)(=O)c2cccs2)CC1,0.2,-9,-4,1,10,2.0,0,-1.9,0.7,0,-25
CCc1ccc(NC(=O)C(=O)NCCOc2ccccc2Cl)cc1,3.4,4,-3,-4,2,1.6,5,-0.4,2.2,-15,13
Cc1cc(F)ccc1N1CCC(N2CCN(C(C)C)C(CCO)C2)CC1 (stereo not drawn),0.0,-8,-4,1,-17,2.8,-13,2.4,-0.2,5,1
CCc1cccc(NS(=O)(=O)c2ccc3c(c2)NC(=O)C(C)S3)c1 (stereo not drawn),6.1,-13,-3,5,-32,3.0,13,6.4,1.2,6,-9
COc1cc2c(cc1NC(=O)CSc1ccc(Cl)cc1)oc1ccccc12,0.1,-6,-20,-7,1,4.7,-6,-0.3,-1.9,5,0
Cc1cc(C2CCCCC2)n(O)c(=O)c1,3.8,109*,4,-1,5,9.8,-14,-0.9,4.8,2,-18
CCOC(=O)c1cc(-c2ccccc2)n(CC(=O)O)c1C,4.9,-23,6,8,-4,1.3,228,0.8,-0.2,-5,0
CCCc1cc(=O)oc2cc(OCC(=O)Nc3ccc(S(N)(=O)=O)cc3)ccc12,-0.9,-13,-5,-8,4,2.7,-3,-0.7,-0.6,-1,-1
O=C(CN1CCN(S(=O)(=O)c2ccc(F)cc2)CC1)Nc1ccc2c(c1)OCO2,5.6,-3,-3,-1,11,1.6,-8,-2.7,2.4,3,-5
COc1cc(OC)cc(C(=O)n2nc(C)cc2C)c1,1.5,-32,15,-3,4,0.6,3,-0.8,0.7,1,-8
COc1cc(CCC(=O)OCC(=O)Nc2ccc(C(N)=O)cc2)cc(OC)c1OC,7.5,15,5,12,13,2.6,-5,-2.9,1.7,2,4
Cc1ccc(N(C)S(=O)(=O)c2cccc(C(=O)Nc3nc4ccccc4[nH]3)c2)cc1,0.2,-17,-13,-5,-4,1.5,9,0.7,0.3,-4,-11
C=C(C)C(=O)Nc1cccnc1Oc1ccc(F)cc1F,3.7,-7,-1,-9,5,1.8,+,-1.0,0.7,-4,2
O=C(CCc1nnc(-c2ccc3c(c2)OCO3)o1)NC(c1ccccn1)C(F)(F)F (stereo not drawn),0.8,3,-11,-7,11,4.9,165,-1.9,0.6,-2,-4
Cc1ccc(S(=O)(=O)N2CCCCC2)cc1NC(=O)COC(=O)c1c(F)cccc1F,2.7,8,0,-7,5,2.9,-1,-1.0,1.6,8,-6
COc1ccc(NC(=O)COC(=O)CNC(=O)C2CCCCC2)cc1OC,1.9,20,-3,-3,1,4.4,4,-0.2,3.3,1,-1
O=C(CN1CCCCC1)Nc1ccc(NC(=O)c2ccc(Cl)cc2)cc1Cl,1.4,.,-12,-7,-12,1.9,326,2.2,1.5,2,-4
Cc1ccc(NC(=O)CN(c2ccc(Cl)cc2)S(=O)(=O)c2cc([N+](=O)[O-])ccc2Cl)c(C)c1,2.5,23,.,.,.,4.7,6,.,4.2,0,.
COc1ccc(C(=O)NNC(=O)C(=O)NC(C)c2ccccc2)cc1OC (stereo not drawn),-2.2,-33,8,1,8,1.5,-7,-1.8,3.2,-4,4
N#Cc1sc(NCc2cccc(Cl)c2)nc1Cl,4.3,-50,-2,-2,-27,6.8,11,5.6,1.4,-2,-1
CCOc1ccc(Cc2nnc(SCC(=O)c3ccc(OC)cc3)o2)cc1,-0.9,-14,-3,8,-21,4.2,0,3.7,1.1,5,8
COc1ccc(CNC(=O)Cn2nc(C(F)(F)F)c(Br)c2C)cc1,3.0,-13,4,9,14,4.5,1,-3.0,1.9,2,-5
CC(NC(=O)c1ccc(Br)cc1)c1ccccc1 (stereo not drawn),2.6,28,3,12,3,3.4,20,-0.6,2.2,5,2
COc1ccccc1N1CCN(C(=O)c2noc(C(C)C)c2[N+](=O)[O-])CC1,3.5,-5,-2,-10,3,.,280,-0.7,0.2,7,-29
Cc1ccccc1N1CCN(C(=O)c2ccccc2NC(=O)C2CC=CCC2C(=O)O)CC1 (stereo not drawn),3.0,-5,-2,-7,14,2.1,-15,-3.0,0.2,-4,-7
Cc1ccc(C(=O)N(Cc2cccnc2)Cc2cc3cc(C)ccc3n3nnnc23)cc1,0.0,-2,8,10,2,4.3,.,-0.3,1.1,-2,14
Cc1cccc(C)c1NC(=O)CN(C)C(=O)c1cccc(S(=O)(=O)N2CCN(c3ccc(F)cc3)CC2)c1,0.0,6,3,0,-1,0.1,-10,0.2,-1.0,6,5
O=C(c1ccco1)N1CCN(C(=O)c2ccccc2NS(=O)(=O)c2ccc(F)cc2)CC1,4.0,3,6,-5,17,1.7,-13,-3.1,3.3,0,12
CCN(C[C@H]1N[C@@](C)(C(=O)OC)[C@H]2C(=O)N(C)C(=O)[C@@H]12)C(=O)c1ccc(C(C)(C)C)cc1,0.2,7,-5,-3,4,0.2,.,-0.9,-3.4,0,7

# Shown bar-delimited: 7 of the compounds above.
Molecule | AddAB inh | PfHsp90 set2 | PKA-R2B activ | PKA-R1A act | MOR-DOR inv ag | phage Ecoli inh | SUMO Mot1 rescue | OPRM1-OPRD1 ag | Ecoli viability | Tat transport | HTR5A inv ctr
O=C(CN1CCCCC1)Nc1ccc(NC(=O)c2ccc(Cl)cc2)cc1Cl | 1.4 | . | -12 | -7 | -12 | 1.9 | 326 | 2.2 | 1.5 | 2 | -4
Cc1ccc(NC(=O)CN(c2ccc(Cl)cc2)S(=O)(=O)c2cc([N+](=O)[O-])ccc2Cl)c(C)c1 | 2.5 | 23 | . | . | . | 4.7 | 6 | . | 4.2 | 0 | .
COc1ccc(C(=O)NNC(=O)C(=O)NC(C)c2ccccc2)cc1OC (stereo not drawn) | -2.2 | -33 | 8 | 1 | 8 | 1.5 | -7 | -1.8 | 3.2 | -4 | 4
N#Cc1sc(NCc2cccc(Cl)c2)nc1Cl | 4.3 | -50 | -2 | -2 | -27 | 6.8 | 11 | 5.6 | 1.4 | -2 | -1
CCOc1ccc(Cc2nnc(SCC(=O)c3ccc(OC)cc3)o2)cc1 | -0.9 | -14 | -3 | 8 | -21 | 4.2 | 0 | 3.7 | 1.1 | 5 | 8
COc1ccc(CNC(=O)Cn2nc(C(F)(F)F)c(Br)c2C)cc1 | 3.0 | -13 | 4 | 9 | 14 | 4.5 | 1 | -3.0 | 1.9 | 2 | -5
CC(NC(=O)c1ccc(Br)cc1)c1ccccc1 (stereo not drawn) | 2.6 | 28 | 3 | 12 | 3 | 3.4 | 20 | -0.6 | 2.2 | 5 | 2

# Outcome played no part in choosing rows, and some 2.2% of all compounds hit somewhere here.
